FUS yeast rescue – suppressors of FUS proteinopathy in yeast. S. cerevisiae FUS-expressing, growth rescue, OD600, 24 h. Potency, µM (titrated, usually from 76.6 µM), for inactives: at the top dose growth rescue (activation), usual class: activators. 0.24% of 390,000 active. AID 1347120;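 note: potency is the fitted concentration of half-maximal effect; plate controls were DMSO vehicle for no effect and reference control for full effect; nearly all actives have a fitted effect of over 55% in size; some results filed as inactive show a strong effect at the top dose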
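Steps: raffinose overnight preculture; dilution to OD 0.005 in 2% galactose minimal medium; compound addition (concentration series); 24hr at 30C, 99% humidity; absorbance read at 600 nm.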
EPAC2 ag – agonists of human EPAC2 (RAPGEF4); Q8WZA2; EPAC2 activation, biochemical qHTS; response scale: 100% = 6.5 mM cAMP response; Potency, µM (doses to about 154 µM), for the others: at the top dose activation, most hits filed as activators; 0.079% of 360,000 active; AID 720711; note: potency is the fitted concentration of half-maximal effect; nearly all actives have a fitted effect of over 50% in size
Target sequence (Q8WZA2 whole entry, looked up): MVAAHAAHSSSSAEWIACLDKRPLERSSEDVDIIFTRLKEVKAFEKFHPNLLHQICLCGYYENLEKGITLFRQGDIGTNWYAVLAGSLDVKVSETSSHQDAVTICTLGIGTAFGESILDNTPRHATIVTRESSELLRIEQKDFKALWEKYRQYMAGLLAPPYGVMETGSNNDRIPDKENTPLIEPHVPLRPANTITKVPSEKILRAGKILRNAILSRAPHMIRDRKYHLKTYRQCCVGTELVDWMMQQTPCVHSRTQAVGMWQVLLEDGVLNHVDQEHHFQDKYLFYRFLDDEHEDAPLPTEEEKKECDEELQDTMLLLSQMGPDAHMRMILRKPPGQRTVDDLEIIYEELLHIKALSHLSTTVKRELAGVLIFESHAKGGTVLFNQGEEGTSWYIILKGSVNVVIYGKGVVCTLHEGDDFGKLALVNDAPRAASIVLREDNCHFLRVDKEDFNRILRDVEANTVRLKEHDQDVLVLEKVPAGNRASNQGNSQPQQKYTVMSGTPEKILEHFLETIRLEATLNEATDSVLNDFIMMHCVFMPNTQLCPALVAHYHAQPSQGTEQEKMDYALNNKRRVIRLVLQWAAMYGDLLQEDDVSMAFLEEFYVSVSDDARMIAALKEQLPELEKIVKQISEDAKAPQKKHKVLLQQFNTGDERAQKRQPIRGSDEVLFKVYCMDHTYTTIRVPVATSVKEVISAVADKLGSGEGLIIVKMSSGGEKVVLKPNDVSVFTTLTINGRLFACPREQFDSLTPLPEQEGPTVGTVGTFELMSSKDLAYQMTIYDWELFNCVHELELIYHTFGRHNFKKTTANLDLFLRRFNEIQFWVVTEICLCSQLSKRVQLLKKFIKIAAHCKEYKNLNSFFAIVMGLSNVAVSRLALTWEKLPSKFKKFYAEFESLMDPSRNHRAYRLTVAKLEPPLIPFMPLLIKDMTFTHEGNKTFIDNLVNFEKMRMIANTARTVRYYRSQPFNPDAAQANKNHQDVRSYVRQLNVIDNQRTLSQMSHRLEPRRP
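In this primary screen, activation is scored as increased exchange of BODIPY-GDP from Rap1B by 100 nM EPAC2, with 50 uM GDP as competitor. Signal is normalized to the 6.5 mM cAMP agonist control.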
Abeta rescue – A-beta toxicity reversal in yeast | AID 1347071 | yeast expressing A-beta42, growth rescue, OD600, 48 h; response scale: 0% DMSO, 100% iron-clioquinol control | Potency, µM (titrated, usually from 46.1 µM), without a hit: at the highest dose growth rescue, hits mostly activators | 0.063% of 410,000 active; note: potency is the fitted concentration of half-maximal effect; nearly all actives have a fitted effect of over 55% in size
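Yeast growth medium received pinned compounds, then yeast cells expressing toxic A-beta were added; plates incubated at 30 C for 48 hr. Growth read as absorbance at 600 nm, normalized to DMSO and equimolar FeCl3 plus clioquinol controls.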
DRD3 antagonist – blocks the human D3 dopamine receptor; P35462; D3R cells, DiscoveRx beta-arrestin luminescence, antagonist mode; active compounds read low; max response, negative = inhibition, %; 2.5% of 360,000 active; AID 652054; in the data active = max response below about -50%; inconclusive = no clear call, values can overlap the other calls; note: % is set by controls: 0 for no effect and ±100 for the full control effect; mostly tested at two doses, the higher about 12 µM
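Cells plated overnight at 1500 cells/well, then exposed to library compounds with dopamine controls for 90 minutes at 37 degrees C. DiscoveRx reagent added for 30–60 minutes at room temperature; luminescence read, quantitative HTS format.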
aSyn rescue – rescues yeast growth from alpha-synuclein toxicity | Yeast expressing alpha-synuclein, growth rescue, BacTiter-Glo, 24 h | Potency, µM (doses to about 46.1 µM), without a hit: at the highest dose growth rescue (activation), hits mostly activators | 0.14% of 370,000 active | AID 652106; note: potency is the fitted concentration of half-maximal effect; % of control where 0% means no effect; nearly all actives have a fitted effect of over 65% in size
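Readout is rescue of growth in alpha-synuclein-expressing yeast, so inhibitors of toxicity appear as activators. Growth after 24 hr at 30 deg C in galactose medium is quantified by luminescence.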
DRD3 agonist – D3 dopamine receptor (human) agonism; D3R DiscoveRx beta-arrestin cells, luminescence, 90 min; max activation, %; AID 652048; 0.58% of 410,000 active; in the data active = max activation above about 30%; note: 0% is about no effect; mostly tested at two doses, the higher about 12 µM
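Agonist mode: compounds and dopamine controls were applied to plated cells for 90 min at 37 degrees C after an overnight attachment at 1500 cells/well. Luminescent read-out followed 30 - 60 minutes at room temperature with DiscoveRx detection reagent.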
TDP-43 yeast inh – rescues yeast growth from TDP-43 toxicity; 1.8% of 410,000 active; Potency, µM (doses to about 46.1 µM), for inactives: at the top dose growth rescue (activation), actives largely listed as activators; TDP-43 expressing yeast growth rescue, BacTiter-Glo, 24 h; note: potency is the fitted concentration of half-maximal effect; % of control where 0% means no effect; nearly all actives have a fitted effect of over 50% in size
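Cell-based yeast growth screen: TDP-43 expression induced in galactose, inoculum OD600=0.02 after raffinose pregrowth to mid-log. Read-out BacTiter-Glo luminescence at 24 hr, 30 deg C; inhibition of toxicity seen as signal increase.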
EPAC2 antag – blocks human EPAC2 exchange factor; Q8WZA2; EPAC2 GEF exchange of Rap1B-BODIPY-GDP, fluorescence; Potency, µM (doses to about 114 µM), for inactives: at the highest dose activity, negative = inhibition, usual class: inhibitors; 0.18% of 360,000 active; note: potency is the fitted concentration of half-maximal effect; % is set by controls: 0 for no effect and ±100 for the full control effect; nearly all actives have a fitted effect of over 45% in size; many of its hits are not listed in these tables
Starred values were filed as active, the others as inactive; ? = inconclusive; nt = not tested or not shown; [ ] = remark or other dose. Unless noted, calls come from the whole dose curve; as a rule, active = well fitted curve in the direction sought with a large enough effect; inconclusive = small, poorly fitted or top-dose-only effect, or another doubt; inactive = no such curve, though single readings can be large; an effect the other way counts as inactive or inconclusive.

SMILES	FUS yeast rescue	EPAC2 ag	Abeta rescue	DRD3 antagonist	aSyn rescue	DRD3 agonist	TDP-43 yeast inh	EPAC2 antag
Cc1ccccc1-c1cnc(C(O)c2ccccc2)[nH]1 (stereo unspecified)	-23%	9%	-14%	-24	-6%	-5	16%	-5%
Cc1c(C)n(C(=O)CN2CCN(c3ccccn3)CC2)c2ccccc12	25%	-6%	5%	56	5%	-5	-13%	-6%
CC(OC(=O)CCN=C1NS(=O)(=O)c2ccccc21)C(=O)Nc1ccc(S(N)(=O)=O)cc1 (stereo unspecified)	nt	2%	-9%	-21	-3%	-4	6%	-9%
Cc1ccccc1C(=O)NC(CC(C)C)C(=O)Nc1ccc(F)c([N+](=O)[O-])c1 (stereo unspecified)	6%	11%	7%	-12	0%	8	-3%	-15%
Cc1ccn2cc(CNS(=O)(=O)c3cccs3)nc2c1	15%	4%	-10%	43	-5%	-4	-1%	1%
OCCC1CN(Cc2ccc(Oc3ncccn3)cc2)CCN1CCc1ccccc1 (stereo unspecified)	-15%	-3%	-9%	-10	-5%	-2	-3%	5%
N#Cc1ccccc1S(=O)(=O)N1CCN(Cc2c(O)ccc3ccccc23)CC1	5%	4%	10%	2	-5%	-7	?	-8%
Cc1cc(N/C=C/C(=O)c2cccc3ccccc23)no1	32%	10%	5%	-4	-21%	-9	12%	-2%
C[C@@H]1CC[C@@]2(O[C@@H](CCO)C[C@H](O)[C@H]2O)O1	-10%	-1%	-16%	-30	-7%	-14	-20%	1%
O=C(CC1SC(=Nc2ccc(O)cc2)NC1=O)Nc1ccccc1 (stereo unspecified)	12%	2%	-14%	-5	-8%	-9	-29%	7%
Cc1ccc(OCC(=O)Nc2ccc(CN3CCCCC3)cc2)c(C)c1	30%	14%	-19%	-14	-1%	-6	-16%	-16%
S=C1NC2=C(CCC/C2=C\c2ccc(Cl)cc2)C(c2ccc(Cl)cc2)N1 (stereo unspecified)	19%	10%	12%	?	8%	-19	12%	5%
CC1CC(C)CN(CCOCCSc2ccccc2)C1 (stereo unspecified)	21%	6%	-2%	-73*	-4%	-11	-28%	25%
COc1ccccc1CNC(=O)N1CCN(S(=O)(=O)c2ccc(C)cc2)CC1	9%	8%	7%	-1	0%	1	12%	3%
CC(C)c1ccc(NC2CCCN(C(=O)CCN3CCOCC3)C2)cc1 (stereo unspecified)	31%	-4%	-5%	3	-2%	4	7%	-2%
Cc1noc(C)c1CCC(=O)NC1CCCN(Cc2ccc(Cl)cc2)C1 (stereo unspecified)	13%	13%	1%	-18	-4%	-8	-18%	-2%
CC(Cc1ccccn1)NC(=O)c1ccc(OC2CCN(Cc3ccccn3)CC2)cc1 (stereo unspecified)	nt	-3%	-4%	-14	11%	-20	16%	-1%
COc1ccc2cc(C3=CC(=O)CCC3)ccc2c1	17%	-1%	-10%	-5	1%	0	?	-8%
COc1cc(CNC(C)(C)CO)ccc1OCC(=O)NC(C)(C)C	nt	9%	19%	-4	0%	-2	4%	-1%
O=C(CSc1nc2ccc(NC(=O)c3ccccc3C(=O)O)cc2s1)Nc1ccc(F)c([N+](=O)[O-])c1	32%	2%	10%	17	8%	7	11%	-9%
O=C(OC1CCN(c2ncc(C(F)(F)F)cc2Cl)CC1)c1ccccc1	14%	8%	7%	-1	-16%	-2	10%	-6%[57.1 µM]
CN(C)c1ccc(P(=O)(OCc2ccccc2)C(O)c2cccnc2)cc1 (stereo unspecified)	13%	3%	24%	-11	12%	2	0%	5%
O=C(O)CCC(=O)NCc1c(Cl)cccc1Sc1ccc(Cl)cc1	-3%	0%	4%	2	-2%	4	-1%	-3%
CC(=C1C(=O)c2ccccc2C1=O)N1CCN(c2ccccn2)CC1	-4%	-2%	16%	-2	2%	4	-28%	5%
CCNC(=O)CSc1nnc(CN2CCCCCC2=O)n1-c1ccccn1	-4%	-1%	-5%	7	5%	4	3%	13%
O=C(CNC(=O)c1ccc(Cl)cc1Cl)OCc1nnc(-c2ccccc2Br)o1	nt	2%	5%	-1	12%	0	26%	-7%
CCn1c(SCC(=O)NC2CCCC2)nnc1C(C)C	1%	3%	?	4	-4%	5	-13%	3%
O=[N+]([O-])c1ccccc1S(=O)(=O)NC1CCCC1	9%	4%	-15%	13	-8%	1	-2%	3%
COc1ccccc1CNC(=O)CN(C)CC(=O)Nc1ccccc1Br	nt	-7%	0%	-1	-3%	-5	-3%	26%
CCN(CC)C(=O)c1cccc(-c2csc(C(NC(C)=O)c3ccccc3)n2)c1 (stereo unspecified)	7%	4%	2%	18	0%	4	?	9%
COc1ccc(C(CNC(=O)c2oc3ccccc3c2C)N2CCCCC2)cc1 (stereo unspecified)	15%	nt	4%	nt	nt	-24	4%	nt
Cc1cc(C(F)F)n2ncc(C(=O)N3CCCCC3)c2n1	0%	1%	-4%	-24	-1%	-1	0%	9%
Cc1cccc(N2CCN(c3cc(C)nc4c(-c5ccc(Cl)cc5)c(C)nn34)CC2C)c1 (stereo unspecified)	-7%	nt	10%	nt	nt	1	13%	nt
O=C(NNC1=NS(=O)(=O)c2ccccc21)c1ccc(Cl)cc1	-16%	3%	1%	2	-7%	-2	4%	-6%
O=C(NCCCN1CCOCC1)c1cn(-c2ccccc2)nc1-c1ccc(Br)cc1	nt	1%	-5%	?	1%	-3	-34%[inhibitor]	-10%
CCOc1ccccc1N1CCN(C(=S)NCc2ccco2)CC1	29%	0%	-4%	-25	-24%	-11	17%	-5%
CCOC(=O)c1sc2nc(C)[nH]c(=O)c2c1C	-4%	8%	-3%	3	-12%	1	5%	3%
CC1(c2cccc3ccccc23)OC(=O)c2ccccc21 (stereo unspecified)	nt	11%	0%	-20	-5%	-15	?	-25%
CCOC(=O)C1=C(CC)Nc2ccccc2N/C1=N\S(=O)(=O)c1cccc(C(C)=O)c1	17%	-5%	-4%	16	2%	1	5%	4%
O=C(OCCN1C(=O)c2ccccc2C1=O)c1ccco1	10%	-16%	-5%	2	-3%	2	0%	6%

Retrieved by compound from the entries so far (five):
SMILES	FUS yeast rescue	EPAC2 ag	Abeta rescue	DRD3 antagonist	aSyn rescue	DRD3 agonist	TDP-43 yeast inh	EPAC2 antag
Cc1cccc(N2CCN(c3cc(C)nc4c(-c5ccc(Cl)cc5)c(C)nn34)CC2C)c1 (stereo unspecified)	-7%	nt	10%	nt	nt	1	13%	nt
CCOc1ccccc1N1CCN(C(=S)NCc2ccco2)CC1	29%	0%	-4%	-25	-24%	-11	17%	-5%
CC1(c2cccc3ccccc23)OC(=O)c2ccccc21 (stereo unspecified)	nt	11%	0%	-20	-5%	-15	?	-25%
O=C(NNC1=NS(=O)(=O)c2ccccc21)c1ccc(Cl)cc1	-16%	3%	1%	2	-7%	-2	4%	-6%
COc1ccc(C(CNC(=O)c2oc3ccccc3c2C)N2CCCCC2)cc1 (stereo unspecified)	15%	nt	4%	nt	nt	-24	4%	nt

(continued)
SMILES	FUS yeast rescue	EPAC2 ag	Abeta rescue	DRD3 antagonist	aSyn rescue	DRD3 agonist	TDP-43 yeast inh	EPAC2 antag
CCOC(=O)N1CCC(N2C(=O)c3ccccc3C2Nc2ccccc2)CC1 (stereo unspecified)	9%	6%	9%	-24	8%	2	0%	5%
O=C(Cc1ccccc1)NNC(=O)c1cnccn1	nt	3%	-7%	26	0%	4	6%	2%
COc1nc(C)nc2c1sc(=S)n2C	18%	7%	0%	35	1%	-4	-21%	-6%
CCNC(=O)c1c2c(nc3ccccc13)C(=O)N(C1CCCCC1)C2	1%	nt	-18%	nt	nt	-17	9%	nt
Cc1cc(OCC(=O)Nc2ccncc2)ccc1[N+](=O)[O-]	3%	3%	-12%	-14	-7%	4	21%	19%
COc1cc(CNn2nnnc2N)cc(Br)c1OCc1c(Cl)cccc1Cl	12%	-16%	3%	-1	-2%	0	-3%	4%[57.1 µM]
Cn1c(CNC(=O)OC(C)(C)C)nnc1SCc1c(Cl)cccc1Cl	28%	10%	4%	-7	-9%	-6	-29%	2%
Cc1ccc2nc(Cl)c(/C=N/NC(=O)[C@H]3C[C@@H]3c3ccccc3)cc2c1	0%	-6%	-6%	18	8%	0	-18%	11%
Fc1ccccc1Cc1noc(CN2CCCC(CN3CCOCC3)C2)n1 (stereo unspecified)	18%	3%	6%	-13	-2%	2	-10%	1%
Clc1ccc2nc(-c3ccccc3)c(Cc3ccccc3)n2c1	12%	5%	-27%	13	-22%	6	0%	?
COC(=O)c1ccccc1NC(=O)C1CC(c2ccccc2O)=NO1 (stereo unspecified)	38%	6%	-4%	25	1%	5	-11%	-1%
O=C(CCNc1cccc(Cl)c1)c1ccco1	23%	12%	-5%	-7	1%	-4	15%	-2%
COc1ccc(NC(=O)CSCc2ccc([N+](=O)[O-])cc2)cc1OC	2%	-1%	-1%	13	6%	5	15%	4%
CC1(C)CC2(C)Nc3ccccc3N2C(=S)N1 (stereo unspecified)	nt	0%	28%	4	0%	2	-2%	9%
O=C(COC(=O)[C@@H]1CC(O)CN1S(=O)(=O)c1ccccc1[N+](=O)[O-])c1ccccc1 (stereo partly specified)	14%	-2%	-2%	19	-1%	1	-19%[0.397 µM]	9%
Cc1nnc(SCC(=O)Nc2cccc(Br)c2)s1	-7%	2%	8%	18	0%	1	26%	-7%
NC(=O)c1ccc(NC(=O)COC(=O)C2CC3C=CC2C3)cc1 (stereo unspecified)	-1%	6%	7%	6	-1%	-5	20%	-1%
Cc1cc(Sc2nnc(N)s2)c2ccccc2n1	-18%	0%	12%	?	-5%	-6	0%	6%
CCOC(=O)c1c(-c2ccc(C)o2)csc1NC(=O)COC(=O)c1cccs1	15%	5%	-25%	0	18%	1	-16%	0%
Cc1ccc(-c2nnc(N3CCCCC3)c3ccccc23)cc1S(=O)(=O)N(C)C	-12%	6%	1%	24	10%	2	-11%	7%
O=C(NCc1ccc2c(c1)OCO2)c1ccc(NC(=O)C2CCCO2)cc1 (stereo unspecified)	13%	8%	5%	?	1%	-12	3%	6%
c1coc(CNc2nc(-c3ccncc3)cs2)c1	-8%	6%	7%	13	9%	0	11%	1%
CCOC(=O)c1cn(CC(=O)Nc2ccc(C)cc2)nn1	17%	7%	-3%	-12	?	-4	1%	-3%

Bioassay records: PubChem BioAssay, National Center for Advancing Translational Sciences (NCATS)

An excerpt, so the mix of outcomes need not match the whole.
